Screening results from PubChem BioAssay.
PG9 Ab binder: binders of HIV-1 gp120 antibody PG9, primary screen, biochemical, TR-FRET; TR-FRET gp120-PG9 antibody binding; inhibition, % at 6.7 µM; hit rate 0.43% among 360,000; in the data active means inhibition above about 8.5%
rCAG binder: binders of r(CAG) RNA repeats, primary screen, biochemical, fluorescence; r(CAG) RNA repeat, TO-PRO-1 dye displacement fluorescence; inhibition, % at 3 µM; hit rate 1.3% among 370,000; AID 651821, 2012;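 active means inhibition above the plate cutoff, the mean of all test compounds on that plate plus 3 SD, cut at about 35% in these data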;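 further: 0% = DMSO alone and 100% = 100 µM mitoxantrone as full dye displacement; higher means more dye released from RNA so lower well fluorescence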
MBD2 inh: inhibitors of MBD2 binding to methylated DNA, primary screen, biochemical, TR-FRET, DNA-binding domain, human | MBD2 binding to methylated oligonucleotide | inhibition, % at 4.4 µM | hit rate 0.31% among 370,000 | AID 686964, 2013; in the data active means inhibition above about 13%
Target sequence (Q9UBB5 whole entry, looked up, the tested form may be a part): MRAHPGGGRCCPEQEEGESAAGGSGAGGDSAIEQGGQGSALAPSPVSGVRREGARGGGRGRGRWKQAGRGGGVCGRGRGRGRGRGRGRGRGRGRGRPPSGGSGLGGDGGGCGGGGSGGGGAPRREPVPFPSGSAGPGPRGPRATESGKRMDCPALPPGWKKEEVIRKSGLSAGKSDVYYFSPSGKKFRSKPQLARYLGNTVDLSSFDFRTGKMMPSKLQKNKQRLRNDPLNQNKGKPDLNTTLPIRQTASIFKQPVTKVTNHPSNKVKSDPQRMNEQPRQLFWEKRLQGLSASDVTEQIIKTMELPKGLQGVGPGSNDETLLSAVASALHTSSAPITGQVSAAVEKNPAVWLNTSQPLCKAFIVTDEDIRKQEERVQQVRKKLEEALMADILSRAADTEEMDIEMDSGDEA
TCR CD3 inh: inhibitors of human TCR-CD3 interaction, primary screen, biochemical, fluorescence, TAMRA-labeled TCR probe | inhibition, % at 9.4 µM | T-cell receptor (TCR) | hit rate 0.37% among 360,000; in the data active means inhibition above about 19%;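 further: recombinant mutant TCR 2C K166C tagged with TAMRA read by polarization; 0% = receptor in buffer alone and 100% = receptor with positive control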
LEDGF integ inh: blockers of LEDGF/p75-dependent integrase strand transfer – biochemical, TR-FRET, high throughput, primary screen; HIV-1 integrase (with human LEDGF/p75); TR-FRET IN-LEDGF/p75 DNA integration, Eu/Cy5; inhibition, % at 3.7 µM; hit rate 0.64% among 370,000; AID 743269, 2014;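 active means inhibition above the screen-wide mean plus 3 SD, cut at about 13% in these data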;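 further: signal is the Cy5 over europium emission ratio at 671 and 618 nm; 0% = plate median of compound wells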
NR1D1 modulator: modulators of Rev-erb alpha DNA binding, primary screen, biochemical, FITC-DNA, fluorescence polarization, uHTS. Nuclear receptor subfamily 1 group D member 1 (Homo sapiens), P20393. Rev-erbα–FITC-DNA binding, 90 min. activity, % at 10 µM. hit rate 0.79% among 370,000. AID 1259318, 2017;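 active means activity above about 14%, limit read from the data; passing the limit was not always enough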;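 further: 0% = DMSO wells with 35 nM protein and 100% = DMSO wells with 750 nM protein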
HTRA1 inh: HTRA1 serine protease inhibitors, primary screen, biochemical, fluorescence polarization, HTS. inhibition, % at 5.96 µM. hit rate 0.5% among 340,000. AID 504803, 2011. recombinant HTRA1, FP-rhodamine activity-based probe; in the data active means inhibition above about 36%;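 further: 0% = enzyme with DMSO and 100% = wells lacking enzyme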
Target sequence (Q92743 whole entry, looked up): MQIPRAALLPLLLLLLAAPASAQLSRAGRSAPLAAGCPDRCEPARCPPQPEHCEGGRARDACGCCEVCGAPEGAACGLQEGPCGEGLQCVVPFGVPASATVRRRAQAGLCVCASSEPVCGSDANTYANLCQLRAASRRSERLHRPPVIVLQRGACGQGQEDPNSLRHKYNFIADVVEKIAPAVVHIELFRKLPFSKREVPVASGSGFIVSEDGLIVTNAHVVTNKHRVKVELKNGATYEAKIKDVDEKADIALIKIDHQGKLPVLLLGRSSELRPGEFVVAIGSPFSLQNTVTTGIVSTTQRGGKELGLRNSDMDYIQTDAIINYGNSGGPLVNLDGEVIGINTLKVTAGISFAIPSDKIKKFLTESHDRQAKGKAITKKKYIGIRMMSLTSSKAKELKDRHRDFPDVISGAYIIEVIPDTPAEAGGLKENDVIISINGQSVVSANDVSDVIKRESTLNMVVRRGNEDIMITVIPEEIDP
UHRF1 binding: UHRF1 methylated DNA binding inhibitors, primary screen, counter-screen for MBD2 inhibitor project, biochemical, TR-FRET, human UHRF1, single concentration. AID 687016, 2013. inhibition, % at 4.4 µM. UHRF1 binding to methylated oligo. E3 ubiquitin-protein ligase UHRF1 (Homo sapiens), Q96T88. hit rate 0.75% among 370,000; in the data active means inhibition above about 21%;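 further: UHRF1 SRA domain binding a hemimethylated CpG hairpin DNA probe; 0% = median of test compound wells and 100% = reference inhibitor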
PRMT1 FP inh: PRMT1 methyltransferase inhibitors, primary screen, biochemical, fluorescence polarization; Protein arginine N-methyltransferase 1 (Homo sapiens), Q99873; recombinant PRMT1, activity-based probe fluorescence polarization; inhibition, % at 2.79 µM; hit rate 1.3% among 370,000; AID 652257, 2013;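 active means inhibition above about 21% made by adding two undisclosed values, limit read from the data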
mABHD4 FP: ABHD4 inhibitors, primary screen, biochemical, fluorescence polarization, mouse; purified mABHD4, FP-Rh probe fluorescence polarization; inhibition, % at 8.92 µM; hit rate 0.54% among 370,000;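 active means inhibition exceeding the mean over every tested compound plus 3 SD, cut at about 30% in these data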;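 further: 0% = plate median of compound wells and 100% = S159A mutant with DMSO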
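Assay system: Wild-type mouse ABHD4 protein | Medium: HEPES pH 7.0 buffer, 150 mM NaCl, 0.01% Pluronic F-127 | Incubation: Enzyme–compound pre-incubation 45 min, then probe 60 min, both 25 °C | Technique: Fluorescence polarization with parallel and perpendicular emission, 525/598 nm | Evaluation: % inhibition of FP-Rh probe binding versus controls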
The depositor's hits bear a star. The list is partial; rates above refer to the full screens.

The first two records, to show the layout:
How did Cc1onc(-c2c(Cl)cccc2Cl)c1NC(=O)N(C)N do in these assays?
PG9 Ab binder: -1.9; rCAG binder: -5; MBD2 inh: -7; TCR CD3 inh: -4; LEDGF integ inh: -1; NR1D1 modulator: 8; HTRA1 inh: -1; UHRF1 binding: 0; PRMT1 FP inh: 2; mABHD4 FP: 0

What do the screens show for `COc1ccc(CN2CCC[C@]3(N[C@H](c4ccc(C)cc4)[C@@H]4C(=O)N(C)C(=O)[C@@H]43)C2=O)cc1`?
PG9 Ab binder: 0.3; rCAG binder: 1; MBD2 inh: -5; TCR CD3 inh: 5; LEDGF integ inh: -11; NR1D1 modulator: 5; HTRA1 inh: -1; UHRF1 binding: 2; PRMT1 FP inh: -2; mABHD4 FP: 6

All compounds of this part, repeating the preview:
How did Cc1onc(-c2c(Cl)cccc2Cl)c1NC(=O)N(C)N do in these assays?
PG9 Ab binder: -1.9; rCAG binder: -5; MBD2 inh: -7; TCR CD3 inh: -4; LEDGF integ inh: -1; NR1D1 modulator: 8; HTRA1 inh: -1; UHRF1 binding: 0; PRMT1 FP inh: 2; mABHD4 FP: 0

What do the screens show for `COc1ccc(CN2CCC[C@]3(N[C@H](c4ccc(C)cc4)[C@@H]4C(=O)N(C)C(=O)[C@@H]43)C2=O)cc1`?
PG9 Ab binder: 0.3; rCAG binder: 1; MBD2 inh: -5; TCR CD3 inh: 5; LEDGF integ inh: -11; NR1D1 modulator: 5; HTRA1 inh: -1; UHRF1 binding: 2; PRMT1 FP inh: -2; mABHD4 FP: 6

How did CN(Cc1cn(C)nc1-c1ccccc1F)CC1CCCCO1 (stereo not drawn) do in these assays?
PG9 Ab binder: 0.5; rCAG binder: 2; MBD2 inh: 3; TCR CD3 inh: -10; LEDGF integ inh: -2; NR1D1 modulator: -3; HTRA1 inh: 5; UHRF1 binding: 0; PRMT1 FP inh: -1; mABHD4 FP: 8

Results for C[C@@H]1COC(=O)[C@H](Cc2ccc(F)cc2)C/C=C\C[C@@H](CC(=O)N[C@H](CO)Cc2ccccc2)C(=O)N1 ?
PG9 Ab binder: 0.2; rCAG binder: -8; MBD2 inh: -4; TCR CD3 inh: 5; LEDGF integ inh: 2; NR1D1 modulator: 0; HTRA1 inh: 0; UHRF1 binding: 14; PRMT1 FP inh: 0; mABHD4 FP: 6

What do the screens show for `Cc1[nH]nc2c1C(c1ccc(F)cc1)C1=C(CC(C)(C)CC1=O)N2` (stereo not drawn)?
PG9 Ab binder: 1.1; rCAG binder: -3; MBD2 inh: 7; TCR CD3 inh: -6; LEDGF integ inh: 2; NR1D1 modulator: -2; HTRA1 inh: 2; UHRF1 binding: 5; PRMT1 FP inh: 9; mABHD4 FP: -3

What do the screens show for `C/C(=N/NS(=O)(=O)c1ccc(C)cc1C)c1ccc2c(c1)OCO2`?
PG9 Ab binder: 0.8; rCAG binder: 0; MBD2 inh: 0; TCR CD3 inh: -8; LEDGF integ inh: -4; NR1D1 modulator: -4; HTRA1 inh: -2; UHRF1 binding: 3; PRMT1 FP inh: 2; mABHD4 FP: 9

Results for COc1ccc(N=Cc2c(C)[nH][nH]c2=O)cc1 ?
PG9 Ab binder: -1.4; rCAG binder: 5; MBD2 inh: -7; TCR CD3 inh: -3; LEDGF integ inh: -1; NR1D1 modulator: 4; HTRA1 inh: 4; UHRF1 binding: -6; PRMT1 FP inh: -3; mABHD4 FP: -9

What do the screens show for `CCCNC(=O)C[C@@H]1C[C@@H]2c3cc(NS(=O)(=O)c4ccc(OC)cc4)ccc3O[C@@H]2[C@@H](CO)O1`?
PG9 Ab binder: -0.5; rCAG binder: 0; MBD2 inh: 2; TCR CD3 inh: -2; LEDGF integ inh: 1; NR1D1 modulator: 7; HTRA1 inh: -6; UHRF1 binding: 0; PRMT1 FP inh: -2; mABHD4 FP: 0

Results for C#CCN1CC(N(C)CCOC(=O)c2occ3ccccc23)CS1(=O)=O (stereo not drawn) ?
rCAG binder: -1; MBD2 inh: 2; LEDGF integ inh: 3; NR1D1 modulator: 3; UHRF1 binding: 3; PRMT1 FP inh: -4; mABHD4 FP: 0

How did CNc1cncc(-c2ccc(F)cc2F)n1 do in these assays?
PG9 Ab binder: 1.6; rCAG binder: 2; MBD2 inh: -1; TCR CD3 inh: 3; LEDGF integ inh: 3; NR1D1 modulator: 3; UHRF1 binding: 1; PRMT1 FP inh: 3; mABHD4 FP: 8

How did CN1CCc2c(OCC(=O)N3CCCc4ccccc43)cccc2C1=O do in these assays?
PG9 Ab binder: -1.2; rCAG binder: -3; MBD2 inh: -1; TCR CD3 inh: 9; LEDGF integ inh: 0; NR1D1 modulator: -2; HTRA1 inh: -4; UHRF1 binding: -2; PRMT1 FP inh: -5; mABHD4 FP: -4

What do the screens show for `Cc1c(N2C(=O)CSC2c2ccc([N+](=O)[O-])cc2)c(=O)n(-c2ccccc2)n1C` (stereo not drawn)?
PG9 Ab binder: -2.2; rCAG binder: -4; MBD2 inh: 4; TCR CD3 inh: 0; LEDGF integ inh: -3; NR1D1 modulator: -3; HTRA1 inh: 2; UHRF1 binding: 2; PRMT1 FP inh: 2; mABHD4 FP: 0

Results for Cc1cccc(C(=O)N2CCNC(=O)C2CC(=O)Nc2cccc(Cl)c2)c1 (stereo not drawn) ?
PG9 Ab binder: -1.5; rCAG binder: -1; MBD2 inh: -6; TCR CD3 inh: 4; LEDGF integ inh: -2; NR1D1 modulator: -6; HTRA1 inh: 1; UHRF1 binding: 2; PRMT1 FP inh: -2; mABHD4 FP: -1

Results for CCCCN(CC)C(=O)Cn1ncc2c1-c1cc(C)ccc1OC2 ?
PG9 Ab binder: 0.0; rCAG binder: -2; MBD2 inh: 3; TCR CD3 inh: -1; LEDGF integ inh: 0; NR1D1 modulator: 6; HTRA1 inh: -6; UHRF1 binding: -3; PRMT1 FP inh: -1; mABHD4 FP: -2

What do the screens show for `COCCCNC(=O)/C=C/c1cccc(Cl)c1`?
PG9 Ab binder: -0.2; rCAG binder: -3; MBD2 inh: 3; TCR CD3 inh: -3; LEDGF integ inh: -2; NR1D1 modulator: 2; HTRA1 inh: 14; UHRF1 binding: 1; PRMT1 FP inh: 4; mABHD4 FP: 1

How did CC(=O)c1ccc2c(c1)N(CCCN1CCC(CCO)CC1)c1ccccc1S2 do in these assays?
PG9 Ab binder: -6.1; rCAG binder: 0; MBD2 inh: -1; TCR CD3 inh: 0; LEDGF integ inh: -4; NR1D1 modulator: -6; HTRA1 inh: 9; UHRF1 binding: -4; PRMT1 FP inh: 1; mABHD4 FP: 0

Results for Cc1ccc(CNc2nc(NC(C)C)nc3ccsc23)c(C)c1 ?
PG9 Ab binder: 2.1; rCAG binder: 0; MBD2 inh: 1; TCR CD3 inh: -1; LEDGF integ inh: 2; NR1D1 modulator: -3; UHRF1 binding: 1; PRMT1 FP inh: 0; mABHD4 FP: 22

What do the screens show for `CCCOP(=O)(OCCC)C(Nc1cccc(C(F)(F)F)c1)c1ccc(C)cc1` (stereo not drawn)?
PG9 Ab binder: -1.8; rCAG binder: -6; MBD2 inh: -2; TCR CD3 inh: 7; LEDGF integ inh: -2; NR1D1 modulator: 7; HTRA1 inh: -23; UHRF1 binding: -2; PRMT1 FP inh: 7; mABHD4 FP: 8

How did C[C@@H]1CN([C@H](C)CO)C(=O)c2cccc(NC(=O)Nc3ccc(C(F)(F)F)cc3)c2O[C@H]1CN(C)S(=O)(=O)c1cccs1 do in these assays?
PG9 Ab binder: -0.9; rCAG binder: 6; MBD2 inh: -1; TCR CD3 inh: 10; LEDGF integ inh: -2; NR1D1 modulator: -1; HTRA1 inh: -57; UHRF1 binding: -1; PRMT1 FP inh: -3; mABHD4 FP: -31

Results for Cn1c(SCc2cc(=O)[nH]c3ccccc23)nnc1-c1ccco1 ?
PG9 Ab binder: 0.1; rCAG binder: 2; MBD2 inh: 4; TCR CD3 inh: 5; LEDGF integ inh: 0; NR1D1 modulator: 2; HTRA1 inh: 0; UHRF1 binding: 2; PRMT1 FP inh: 16; mABHD4 FP: 3

Results for O=c1oc(C2(O)CCCCC2)cc2ccccc12 ?
PG9 Ab binder: -1.1; rCAG binder: 0; MBD2 inh: 3; TCR CD3 inh: -5; LEDGF integ inh: -4; NR1D1 modulator: 8; HTRA1 inh: 2; UHRF1 binding: 1; PRMT1 FP inh: 1; mABHD4 FP: -4

How did COC(=O)c1ccccc1NC(=O)CSc1n[nH]c(C)n1 do in these assays?
PG9 Ab binder: 1.2; rCAG binder: 0; MBD2 inh: 3; TCR CD3 inh: 7; LEDGF integ inh: -2; NR1D1 modulator: 0; HTRA1 inh: 4; UHRF1 binding: 0; PRMT1 FP inh: -3; mABHD4 FP: -1

What do the screens show for `O=C(Cn1c(=S)[nH]c2ccccc2c1=O)NCCc1ccccc1`?
PG9 Ab binder: 5.2; rCAG binder: 2; MBD2 inh: 3; TCR CD3 inh: -9; LEDGF integ inh: -6; NR1D1 modulator: 31*; HTRA1 inh: -8; UHRF1 binding: -1; PRMT1 FP inh: 0; mABHD4 FP: -1

Results for COc1cccc(CNC(=O)C2CCN(C(=O)N3CC(C)Oc4ccccc43)CC2)c1 (stereo not drawn) ?
PG9 Ab binder: -2.6; rCAG binder: 0; MBD2 inh: -2; TCR CD3 inh: -2; LEDGF integ inh: -1; NR1D1 modulator: -5; HTRA1 inh: 0; UHRF1 binding: -3; PRMT1 FP inh: -2; mABHD4 FP: -4

Results for O=c1c(Cc2ccc(F)cc2)c(O)ccn1CCc1ccccn1 ?
PG9 Ab binder: 0.4; rCAG binder: -2; MBD2 inh: 1; TCR CD3 inh: 2; LEDGF integ inh: 0; NR1D1 modulator: -6; HTRA1 inh: 3; UHRF1 binding: 2; PRMT1 FP inh: -4; mABHD4 FP: -1

Results for O=[N+]([O-])c1ccc(O)c(/C=N/NC2=NS(=O)(=O)c3ccccc32)c1 ?
PG9 Ab binder: -1.5; rCAG binder: 4; MBD2 inh: 3; TCR CD3 inh: 18; LEDGF integ inh: 0; NR1D1 modulator: 0; HTRA1 inh: 22; UHRF1 binding: 2; PRMT1 FP inh: -3; mABHD4 FP: 10

Results for CCCCN1C(=O)C(CC(=O)NC2CCCCC2)CC(C(=O)N2CCOCC2)=C1C (stereo not drawn) ?
PG9 Ab binder: -0.1; rCAG binder: -1; MBD2 inh: 0; TCR CD3 inh: 5; LEDGF integ inh: -4; NR1D1 modulator: 2; UHRF1 binding: 2; PRMT1 FP inh: -6; mABHD4 FP: -3

Results for CCCc1nc(NCCCOCC)c2nnn(Cc3ccccc3)c2n1 ?
PG9 Ab binder: -0.9; rCAG binder: -4; MBD2 inh: -2; TCR CD3 inh: 7; LEDGF integ inh: 1; NR1D1 modulator: 1; HTRA1 inh: -4; UHRF1 binding: 0; PRMT1 FP inh: -3; mABHD4 FP: -3
